FAS-TE inh: FAS thioesterase domain inhibitors, primary screen, biochemical, fluorescence intensity, uHTS; 0.67% of 360,000 active; recombinant FAS-TE, OMFH fluorogenic substrate, fluorescence endpoint; Fatty acid synthase (Homo sapiens), P49327; inhibition, % at 15 µM;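 active means compounds whose normalised, plate-corrected inhibition of enzyme fluorescence in the single-dose primary screen is 50% or more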;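 further: 0% = DMSO with enzyme and 100% = substrate without enzyme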
Target sequence (P49327 whole entry, looked up, the tested form may be a part): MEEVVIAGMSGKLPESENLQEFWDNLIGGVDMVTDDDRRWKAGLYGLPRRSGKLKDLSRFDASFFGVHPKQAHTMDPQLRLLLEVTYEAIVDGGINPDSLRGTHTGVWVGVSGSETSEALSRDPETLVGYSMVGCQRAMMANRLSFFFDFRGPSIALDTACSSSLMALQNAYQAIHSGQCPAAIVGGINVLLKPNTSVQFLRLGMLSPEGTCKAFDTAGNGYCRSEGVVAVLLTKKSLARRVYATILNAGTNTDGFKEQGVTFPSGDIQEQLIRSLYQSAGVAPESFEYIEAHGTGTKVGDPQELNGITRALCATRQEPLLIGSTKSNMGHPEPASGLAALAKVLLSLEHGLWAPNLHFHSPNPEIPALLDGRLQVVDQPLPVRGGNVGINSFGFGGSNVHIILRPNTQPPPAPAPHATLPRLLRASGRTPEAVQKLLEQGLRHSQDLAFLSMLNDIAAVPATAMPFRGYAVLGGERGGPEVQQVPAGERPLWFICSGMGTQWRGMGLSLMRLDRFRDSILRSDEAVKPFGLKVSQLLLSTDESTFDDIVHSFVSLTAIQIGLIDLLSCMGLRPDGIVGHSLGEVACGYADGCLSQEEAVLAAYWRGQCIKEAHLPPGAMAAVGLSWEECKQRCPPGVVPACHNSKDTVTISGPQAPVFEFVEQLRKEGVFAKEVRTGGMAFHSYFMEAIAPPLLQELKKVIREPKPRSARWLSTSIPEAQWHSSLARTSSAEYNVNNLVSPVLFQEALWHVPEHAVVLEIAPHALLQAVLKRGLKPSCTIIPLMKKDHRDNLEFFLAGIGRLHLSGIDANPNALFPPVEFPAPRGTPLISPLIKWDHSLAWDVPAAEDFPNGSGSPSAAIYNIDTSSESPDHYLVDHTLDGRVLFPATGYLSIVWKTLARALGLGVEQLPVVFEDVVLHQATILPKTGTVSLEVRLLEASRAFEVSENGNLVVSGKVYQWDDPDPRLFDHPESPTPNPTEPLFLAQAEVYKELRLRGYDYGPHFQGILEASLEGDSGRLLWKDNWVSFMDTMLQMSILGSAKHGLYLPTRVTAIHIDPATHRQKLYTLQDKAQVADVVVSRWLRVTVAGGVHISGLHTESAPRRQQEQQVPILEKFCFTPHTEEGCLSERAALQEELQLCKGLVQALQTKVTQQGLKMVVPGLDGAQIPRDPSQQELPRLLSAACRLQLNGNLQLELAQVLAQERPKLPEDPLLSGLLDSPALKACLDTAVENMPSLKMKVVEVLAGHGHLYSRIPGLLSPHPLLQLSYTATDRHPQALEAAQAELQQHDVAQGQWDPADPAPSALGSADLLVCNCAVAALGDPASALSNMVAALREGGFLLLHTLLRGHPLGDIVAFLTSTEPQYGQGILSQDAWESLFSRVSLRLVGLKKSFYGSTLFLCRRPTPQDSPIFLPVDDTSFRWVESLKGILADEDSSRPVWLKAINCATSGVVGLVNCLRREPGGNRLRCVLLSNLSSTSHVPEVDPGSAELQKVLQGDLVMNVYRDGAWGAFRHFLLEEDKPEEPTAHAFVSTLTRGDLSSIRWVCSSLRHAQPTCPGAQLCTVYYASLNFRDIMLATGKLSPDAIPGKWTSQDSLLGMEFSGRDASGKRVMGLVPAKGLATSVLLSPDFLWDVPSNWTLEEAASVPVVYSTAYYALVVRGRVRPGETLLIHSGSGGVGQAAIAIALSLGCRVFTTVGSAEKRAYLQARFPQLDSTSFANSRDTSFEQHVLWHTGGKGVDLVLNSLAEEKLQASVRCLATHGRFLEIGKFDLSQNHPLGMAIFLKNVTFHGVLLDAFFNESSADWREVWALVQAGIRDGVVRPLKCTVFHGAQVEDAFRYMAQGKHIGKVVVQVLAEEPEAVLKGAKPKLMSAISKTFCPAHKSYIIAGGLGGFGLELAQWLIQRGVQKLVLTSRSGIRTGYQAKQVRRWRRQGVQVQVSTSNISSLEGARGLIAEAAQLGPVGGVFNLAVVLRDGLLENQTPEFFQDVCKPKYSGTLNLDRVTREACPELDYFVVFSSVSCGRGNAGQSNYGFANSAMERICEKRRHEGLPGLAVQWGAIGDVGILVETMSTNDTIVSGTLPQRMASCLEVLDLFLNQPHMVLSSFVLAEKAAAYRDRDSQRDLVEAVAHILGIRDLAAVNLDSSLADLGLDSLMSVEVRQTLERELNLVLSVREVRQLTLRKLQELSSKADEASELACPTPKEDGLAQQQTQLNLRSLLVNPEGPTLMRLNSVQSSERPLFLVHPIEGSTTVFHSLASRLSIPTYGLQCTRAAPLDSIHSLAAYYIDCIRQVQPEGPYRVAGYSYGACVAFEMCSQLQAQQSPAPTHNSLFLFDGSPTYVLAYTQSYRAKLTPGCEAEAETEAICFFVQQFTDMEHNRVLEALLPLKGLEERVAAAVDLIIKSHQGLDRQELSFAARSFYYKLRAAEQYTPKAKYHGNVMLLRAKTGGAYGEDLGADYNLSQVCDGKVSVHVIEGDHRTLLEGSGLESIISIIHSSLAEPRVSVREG
MT1-MMP act inh: blockers of MT1-MMP proenzyme processing, primary screen, HT1080 RFP-PRO-GFP cells, GFP/RFP fluorescence. Matrix metalloproteinase-14 (Homo sapiens), P50281. GFP/RFP ratio fluorescence, overnight; percent of plate control window, DMSO zero. GFP/RFP ratio change, % at 20 µM. 0.061% of 360,000 active. AID 651647, 2012;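 active means GFP/RFP ratio change of at least 30% with cell ATP level not reduced by more than half and red fluorescence within 50% of control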; further: strong numbers were not always called active
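Read-out: GFP/RFP fluorescence ratio; Test system: RFP-PRO-GFP reporter HT1080 cells; Compound dosing: single-point 20 µM compound, 1% DMSO; Times: overnight compound exposure at 37 °C.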
CSN deneddyl inh: inhibitors of CSN-mediated cullin deneddylation, primary screen, biochemical, fluorescence polarization, uHTS; COP9 signalosome complex subunit 5 (Homo sapiens), Q92905; Purified CSN, SCF-Nedd8-OG deneddylation; 0.38% of 360,000 active; AID 651999, 2013; inhibition, % at 12.5 µM;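 active means pattern-corrected inhibition above about 35%, with an unprinted fluorescence ratio check between 0.5 and 1.5, limit read from the data, passing the limit was not always enough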;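 further: 0% = enzyme with substrate and 100% = substrate without enzyme; some results filed as inactive read as strong as hits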
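Test system: purified human Csn5 enzyme expressed in HEK293T cells. Amount: 0.24 nM enzyme. Reagent: SCFSkp2-Nedd8OG substrate at 10 nM final. Schedule: 90 min incubation of compound, enzyme and substrate at room temperature. Detection: fluorescence polarization. Read-out: % inhibition of substrate cleavage by Csn5.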
Rin1 Abl inh: inhibitors of Rin1-Abl protein binding, primary screen, biochemical, TR-FRET; 0.4% of 360,000 active; inhibition, % at 7.35 µM; in the data active means inhibition above about 5%, passing the limit was not always enough
E coli Lon inh: inhibitors of E. coli Lon protease, primary screen, biochemical, fluorescence polarization; P0A9M0; 0.42% of 360,000 active; inhibition, % at 7.94 µM; AID 602123, 2011; purified E. coli Lon protease; in the data active means inhibition above about 13%, passing the limit was not always enough;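 further: 0% = enzyme with probe and DMSO and 100% = no enzyme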
bovine MsrA act: bovine MsrA enzyme activators, primary screen, biochemical, absorbance, HTS. purified bovine MsrA, absorbance read-out. activation, % at 10.6 µM. 0.3% of 360,000 active; in the data active means activation above about 7.5%;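 further: 0% = vehicle and 100% = reference activator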
Rpn11 block: Rpn11 (PSMD14) deubiquitinase inhibitors, primary screen, biochemical, fluorescence polarization, uHTS | calls only at 20 µM | 26S proteasome non-ATPase regulatory subunit 14 (Homo sapiens), O00487 | human 26S proteasome, Ub4-pepOG fluorescence polarization; 20S core pre-blocked with epoxomicin | 0.59% of 360,000 active;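 active means inhibition at 20 µM, scaled to each plate's controls, above about 33%, limit read from the data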
MsrA inhibitor: bovine MsrA enzyme inhibitors, primary screen, biochemical, absorbance, HTS; Methionine sulfoxide reductase A (Bos taurus); purified bovine MsrA, absorbance read-out; inhibition, % at 15.5 µM; 0.75% of 360,000 active; in the data active means inhibition above about 4.5%;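 further: 0% = vehicle wells with enzyme and 100% = reference inhibitor wells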
PABP1 MLLE inh: inhibitors of PABP1 MLLE–PAM2 peptide binding, primary screen, biochemical, fluorescence polarization, FITC-PAM2, GST-MLLE; Polyadenylate-binding protein 1 (Homo sapiens), P11940; inhibition, % at 20 µM; 0.36% of 360,000 active; in the data active means inhibition above about 35%, passing the limit was not always enough;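 further: plate controls were DMSO wells with GST-MLLE for no effect and wells lacking GST-MLLE protein for full effect; some results filed as inactive read as strong as hits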
* = called active by the depositor; i = inactive; / = not tested or not shown.

SMILES	FAS-TE inh	MT1-MMP act inh	CSN deneddyl inh	Rin1 Abl inh	E coli Lon inh	bovine MsrA act	Rpn11 block	MsrA inhibitor	PABP1 MLLE inh
COc1ccc(N2C[C@H](CSC)[C@@H](CC(=O)Nc3ccc(Br)cc3)C2=O)cc1	28	1	0	-4	1	-1	i	-0.2	2
CCc1ccccc1Oc1coc2cc(O)ccc2c1=O	-5	-4	-3	0	4	-9	i	0.0	18
COCc1ccc(C(=O)NC2CCSc3ccccc32)cc1 (stereo not given)	-2	2	-6	6	-3	-2	i	-1.3	-7
COc1ccc(C)cc1S(=O)(=O)N1CCCCCC1	1	3	-3	-1	-7	-3	i	2.0	-1
O=C(COC(=O)C1CCN(c2ccc(C(F)(F)F)cn2)CC1)c1ccccc1Cl	32	6	-7	4	2	-4	i	-0.8	2
CC(O)Cc1cn(CC(=O)N2CCNCC2)nn1 (stereo not given)	-15	1	6	1	-6	-3	i	-0.6	-3
COc1cc2[nH]c(C(=O)N3CC(C)OC(C)C3)cc2c(OC)c1OC (stereo not given)	-13	1	0	-1	4	-6	i	1.4	1
COc1ccc(C(=O)Cn2nnc(-c3ccccc3NC(=O)c3ccco3)n2)cc1	29	-3	4	-1	-1	-1	i	1.4	0
Cc1ccsc1/C=N/NC(=O)Cc1cccn1C	-10	4	-2	-1	-5	-9	i	3.2	-1
COC(=O)c1cc(S(=O)(=O)N2CCN(c3ccc(C(C)=O)cc3)CC2)cn1C	2	-3	5	4	-4	-3	i	0.5	-17
O=C(NCC1CCCO1)c1onc(CSc2ccc(F)c(F)c2)c1C(=O)O (stereo not given)	-10	-3	-5	-2	2	-2	i	2.0	-13
Cc1ccc(CN2CCN(C(=O)/C=C/[C@H]3O[C@@H](n4cc(C)c(=O)[nH]c4=O)C[C@@H]3O)CC2)cc1	-7	1	-1	2	-7	-3	i	-0.1	3
COc1ccc(NC(=O)CCS(=O)(=O)c2ccc3c(c2)CCCN3C(C)=O)cc1	-8	-1	8	0	-7	-2	i	1.8	2
N/C(Cc1nc2ccccc2s1)=N\O	-21	10	6	-1	-8	-4	i	1.3	-34
Cc1ccc(OCCCCn2ccnc2)c([N+](=O)[O-])c1	-10	-1	-7	-2	-5	2	i	-1.7	0
O=C1CC(N2CCOCC2)C(=O)N1CCN1C(=O)CC(N2CCOCC2)C1=O (stereo not given)	-5	-3	-1	3	1	-2	i	0.3	-4
CN(C)S(=O)(=O)c1cccc(NC(=O)COC(=O)C2(c3ccccc3F)CCCC2)c1	33	-7	2	3	7	-2	i	1.3	5
Cc1c(CN2CCCCC2C)c(=O)n(-c2ccccc2)n1C (stereo not given)	-6	0	-1	2	-1	-5	i	-0.5	-3
COc1ccc(C2(CNC(=O)CCC(=O)O)CCCC2)cc1	-5	20	3	2	-8	-3	i	0.6	-1
CCOP1(=O)OCC2OC(n3cnc4c(N)ncnc43)C(O)C2O1 (stereo not given)	-7	-3	-4	0	3	-14	i	-1.3	-7
CCCOc1ccc(C(=O)C(CCC(CNCC)C(=O)c2ccc(OCCC)cc2)CNCC)cc1 (stereo not given)	-4	-44	1	1	3	0	i	-0.1	7
CCCCN(CC)CCCNC(=O)c1cn(CC)c2ccc(S(=O)(=O)N3CCc4ccccc4C3)cc2c1=O	-4	-9	-4	-2	3	-4	i	-1.1	4
CC(C)(C)c1ccc(C(=O)C2CCCN(C(=O)c3ccccn3)C2)cc1 (stereo not given)	-21	0	0	0	2	-1	i	-0.7	1
Cn1cnnc1Sc1ccc(/C=C(\CC(=O)O)c2nc3ccccc3s2)cc1[N+](=O)[O-]	18	6	2	2	-8	-4	i	2.8	23

Four entries from above, with bars between the fields.
Compound | FAS-TE inh | MT1-MMP act inh | CSN deneddyl inh | Rin1 Abl inh | E coli Lon inh | bovine MsrA act | Rpn11 block | MsrA inhibitor | PABP1 MLLE inh
CN(C)S(=O)(=O)c1cccc(NC(=O)COC(=O)C2(c3ccccc3F)CCCC2)c1 | 33 | -7 | 2 | 3 | 7 | -2 | i | 1.3 | 5
Cc1c(CN2CCCCC2C)c(=O)n(-c2ccccc2)n1C (stereo not given) | -6 | 0 | -1 | 2 | -1 | -5 | i | -0.5 | -3
COc1ccc(C2(CNC(=O)CCC(=O)O)CCCC2)cc1 | -5 | 20 | 3 | 2 | -8 | -3 | i | 0.6 | -1
CCOP1(=O)OCC2OC(n3cnc4c(N)ncnc43)C(O)C2O1 (stereo not given) | -7 | -3 | -4 | 0 | 3 | -14 | i | -1.3 | -7

More entries.
SMILES	FAS-TE inh	MT1-MMP act inh	CSN deneddyl inh	Rin1 Abl inh	E coli Lon inh	bovine MsrA act	Rpn11 block	MsrA inhibitor	PABP1 MLLE inh
COc1cc(COCC(O)CN2CCN(CCN3C(=O)c4cccc5cccc(c45)C3=O)CC2)cc(OC)c1OC (stereo not given)	-9	/	-7	-8	18*	-4	i	2.8	-2
O=C(NNC(=O)c1cc(-c2ccco2)nc2ccccc12)c1ccccc1	0	2	1	-4	-8	-5	i	3.0	12
CC1(C)CC(NC(=S)NC2CC2)CC(C)(C)N1	-4	-5	4	2	-7	-5	i	-1.1	7
COc1ccc(CN(C)C(=S)Nc2ccc(Cl)cc2)cc1	0	2	4	1	-3	-8	i	-0.1	-119
Cc1[nH]nc2c1C(c1ccccc1)C1=C(CC(C)(C)CC1=O)N2 (stereo not given)	-3	5	-3	i	4	-2	i	0.7	7
Cc1nn(C)cc1/C=C1\SC(=S)NC1=O	-7	1	0	-2	-7	-3	i	1.8	8
O=C(NCc1cccc(Cl)c1)C1CCN(S(=O)(=O)c2ccc(F)cc2)CC1	13	2	2	-1	-2	-1	i	1.9	-3
COc1ccc(OCCC(=O)OCC(=O)NCCc2ccccc2)cc1	-3	1	-4	0	8	-2	i	-0.6	-2
CCn1nc(C)c(CNC(=O)CC2C(=O)NCCN2Cc2ccc(C)o2)c1C (stereo not given)	-9	-2	1	-1	1	-3	i	-1.1	4
CC(=O)Nc1cc(-c2ccc(C(=O)N3CCOCC3)cc2)cn2c(-c3ccc(F)cc3)cnc12	12	-5	-4	-1	-15	-1	i	1.9	2
CC1=C(C)CC(C(=O)NNC(=O)c2csc(C)c2C)C(C(=O)O)C1 (stereo not given)	-10	6	4	-1	1	-3	i	-0.2	11
S=C(NCCN1CCOCC1)NC1CCCCC1	-5	3	-3	0	1	2	i	0.2	-70
N#C/C(=C/c1ccc(N2CCOCC2)o1)C(=O)NC1CCCCC1	-31	-95	103*	-18	-430	-12	/	0.0	-156
O=C(O)CCCn1c(O)c(C=C2N=c3ccccc3=N2)sc1=S	-8	1	-1	-3	1	-2	i	0.7	8
Cc1ccc(NC(=O)Cc2ccc(Cl)c(Cl)c2)cc1S(=O)(=O)N(C)C	24	0	-19	3	1	-4	i	0.4	-2
CCN(c1ccccc1)S(=O)(=O)c1cc2c3c(c1)C(C)C(=O)N3CCC2 (stereo not given)	7	4	0	3	-2	-1	i	0.9	-14
CSC1=NCCN1C(=O)C12CC3CC(CC(C3)C1)C2	3	1	-7	-2	4	-1	i	0.5	-12
CC1CCN(S(=O)(=O)c2ccc(NC(=O)C3CSC4(C)CCC(=O)N34)cc2)CC1 (stereo not given)	-1	3	8	1	-8	3	i	0.6	-4
Cc1ccc(NC(=O)CCNS(=O)(=O)c2ccccc2F)cc1S(=O)(=O)N1CCOCC1	-3	-3	-1	-3	-7	-1	i	-0.8	4
CC(C)Oc1ccc(S(=O)(=O)N2CCOCC2)cc1NC(=O)Cc1c(F)cccc1Cl	19	-2	4	2	-5	-2	i	0.4	-22
O=C(CSc1n[nH]c(-c2ccccn2)n1)Nc1ccc(F)cc1	-3	2	-1	-1	4	-7	i	0.8	-6
Cn1c(SCC(=O)Nc2ccc(Br)cn2)nnc1C1CC1	-2	-2	0	-1	1	-4	i	-0.1	4
CCOc1ccc(S(=O)(=O)NCc2cccnc2)cc1C	-5	2	-6	-2	-8	-3	i	0.1	-11
CC1CCCN(CCC(=O)Nc2ccccc2)C1 (stereo not given)	-4	5	-1	1	6	-2	i	1.1	-3

Brought forward from above: 2 entries, then new ones.
SMILES	FAS-TE inh	MT1-MMP act inh	CSN deneddyl inh	Rin1 Abl inh	E coli Lon inh	bovine MsrA act	Rpn11 block	MsrA inhibitor	PABP1 MLLE inh
CCOc1ccc(S(=O)(=O)NCc2cccnc2)cc1C	-5	2	-6	-2	-8	-3	i	0.1	-11
CC1CCCN(CCC(=O)Nc2ccccc2)C1 (stereo not given)	-4	5	-1	1	6	-2	i	1.1	-3
COC(=O)C1=CN(C(C)C)C=C(C(=O)OC)C1c1cccc(OC)c1	1	0	3	-1	-8	4	i	-0.2	4
COCCCn1c(=NC(=O)c2ccncc2)c(C#N)cc2c(=O)n3cccc(C)c3nc21	6	7	-19	0	38*	-4	i	0.1	88
N#Cc1c(NC(=O)C2CC(Cl)=CCC2C(=O)O)sc2c1CCCCC2 (stereo not given)	-2	2	-6	-1	1	-2	i	1.7	21
CCC1Sc2ccc(S(=O)(=O)CCC(=O)Nc3ccc(C(=O)OC)cc3)cc2NC1=O (stereo not given)	3	4	-5	-1	2	-3	i	-0.4	5
CCOC(=O)C1CCCN(CC(=O)Nc2cc(C)cc(C)c2)C1 (stereo not given)	1	-4	-5	4	-8	2	i	-1.4	-109
COc1ccc(N2CCN(C(=O)CSc3nnc(COc4cccc5cccnc45)o3)CC2)cc1	-6	-5	-1	0	-3	-2	i	-0.9	-35
COc1ccccc1CNC(=O)c1ccc(CS(=O)(=O)c2ccc(C)cc2)o1	-1	1	0	-1	-6	-3	i	-0.3	-5
COc1ccc(/C=N/NC(=O)c2cccnc2)cc1COc1ccc(NC(C)=O)cc1	-8	6	-4	-1	-2	-4	i	1.1	-5
O=C(NC(=S)Nc1ccc2oc(=O)ccc2c1)c1ccco1	-9	5	5	-1	14	-4	i	0.7	43*
CCC(C(=O)NCc1cccnc1)n1nc(C)n2c(cc3occc32)c1=O (stereo not given)	-4	1	-4	-2	2	-3	i	1.0	5
CCCC(c1nnnn1C(C)(C)C)N1CCN(Cc2ccccc2OC)CC1 (stereo not given)	-4	-3	-1	-1	0	0	i	1.5	-4
CN(C)S(=O)(=O)c1cc(C(=O)OCCn2cnc3c2c(=O)n(C)c(=O)n3C)ccc1Cl	-5	0	-6	3	7	-2	i	-0.9	10
Cn1ncc(SCc2ccccc2)c(Cl)c1=O	0	-2	-1	-1	8	-2	i	-0.6	-9
CCCC1=C(C(=O)OCC)C(c2c(C)nn(-c3ccccc3)c2Cl)C(C#N)=C(N)O1 (stereo not given)	11	5	-1	3	-3	1	i	-0.1	1
Cc1ccc(Cc2nc(-c3cccnc3)no2)cc1	-8	0	4	-2	-5	-14	i	-0.5	20
Cc1cc(=O)oc2c(C)c(OC3CCCCC3=O)ccc12 (stereo not given)	-1	-1	-1	2	0	-1	i	2.3	6
O=C(CCNS(=O)(=O)c1ccc(Br)cc1)NCC(c1cccs1)N1CCOCC1 (stereo not given)	-9	0	1	-4	3	-5	i	-0.2	2
CCOC(=O)C1CCN(C(=O)COC(=O)c2cc(-c3cccs3)nn2-c2ccccc2)CC1	7	-3	6	0	-8	2	i	-0.1	-7

Screening data deposited in PubChem by several laboratories.
